AmpC inh no detg: qHTS Inhibitors of AmpC Beta-Lactamase (assay without detergent); P00811; AmpC nitrocefin hydrolysis, absorbance 480 nm, 0.0001% Triton; Potency, µM (highest dose often 57.1 µM), for inactives: at the highest dose activity change, negative = inhibition, hits mostly inhibitors; actives 0.52% (n = 330,000);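 note: potency is the fitted concentration of half-maximal effect; plate controls were no compound for no effect and no enzyme for full effect; nearly all actives have a fitted effect of over 20% in size; some results filed as inactive show a strong effect at the top dose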
Target sequence (P00811 whole entry, looked up): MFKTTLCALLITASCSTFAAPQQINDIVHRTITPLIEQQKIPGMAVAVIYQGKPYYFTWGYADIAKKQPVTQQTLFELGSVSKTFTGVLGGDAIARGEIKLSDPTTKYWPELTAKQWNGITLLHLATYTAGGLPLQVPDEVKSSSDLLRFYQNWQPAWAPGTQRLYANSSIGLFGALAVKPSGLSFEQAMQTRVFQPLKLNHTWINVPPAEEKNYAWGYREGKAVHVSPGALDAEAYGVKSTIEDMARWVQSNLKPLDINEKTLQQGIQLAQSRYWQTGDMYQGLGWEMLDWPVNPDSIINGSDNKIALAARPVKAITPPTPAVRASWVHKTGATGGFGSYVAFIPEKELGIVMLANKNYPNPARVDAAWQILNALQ
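AmpC (5.3 nM in the dispensed reagent) in 20 mM phosphate pH 7.0 with 0.01% (detergent screen) or 0.0001% Triton X-100 was preincubated with compounds for 15 min at room temperature. Nitrocefin was then added from an 800 uM solution, and hydrolysis was followed at 480 nm.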
AmpC detergent: qHTS Inhibitors of AmpC Beta-Lactamase (assay with detergent) | actives 0.041% (n = 370,000) | P00811 | AmpC hydrolysis of nitrocefin, absorbance 480 nm, 0.01% Triton | Potency, µM (doses to about 114 µM), for the others: top-dose activity change, negative = inhibition, actives largely listed as inhibitors | AID 485294, 2010;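 note: potency is the fitted concentration of half-maximal effect; 0% = no-compound wells and -100% = no-enzyme wells; nearly all actives have a fitted effect of over 25% in size; some results filed as inactive show a strong effect at the top dose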
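20 mM phosphate pH 7.0 + 0.01% (detergent screen) or 0.0001% Triton X-100; 5.3 nM AmpC reagent; cpd preinc 15 min RT; nitrocefin (800 uM stock) to start; A480 q20 s × 4 min; Activity was normalised to no-enzyme and no-compound control wells.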
Sm TGR block: qHTS Assay for the Inhibitors of Schistosoma Mansoni Peroxiredoxins | Schistosoma mansoni thioredoxin glutathione reductase (TGR), Q962Y6 | purified TGR, DTNB reduction, TNB absorbance 405 nm | Potency, µM (doses to about 114 µM), for the others: top-dose activity change, negative = inhibition, actives largely listed as inhibitors | actives 3% (n = 360,000) | AID 485364, 2010; note: potency is the fitted concentration of half-maximal effect; nearly all actives have a fitted effect of over 60% in size
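TGR 20 nM + NADPH 100 uM (dispensed conc.), cpd preinc 15 min RT; start with NADPH (500 uM addition) then DTNB (15 mM addition). Kinetic TNB absorbance, 405 nm filter. Four-parameter Hill fit across titration.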
LmPK inh: qHTS Assay for Inhibitors of Leishmania Mexicana Pyruvate Kinase (LmPK); purified LmPK, Kinase-Glo ATP luminescence, 1 h; Potency, µM (series often up to 57.5 µM), without a hit: at the top dose activity change, negative = inhibition, usual class: inhibitors; actives 0.37% (n = 290,000); note: potency is the fitted concentration of half-maximal effect
Target sequence (Q27686 whole entry, looked up): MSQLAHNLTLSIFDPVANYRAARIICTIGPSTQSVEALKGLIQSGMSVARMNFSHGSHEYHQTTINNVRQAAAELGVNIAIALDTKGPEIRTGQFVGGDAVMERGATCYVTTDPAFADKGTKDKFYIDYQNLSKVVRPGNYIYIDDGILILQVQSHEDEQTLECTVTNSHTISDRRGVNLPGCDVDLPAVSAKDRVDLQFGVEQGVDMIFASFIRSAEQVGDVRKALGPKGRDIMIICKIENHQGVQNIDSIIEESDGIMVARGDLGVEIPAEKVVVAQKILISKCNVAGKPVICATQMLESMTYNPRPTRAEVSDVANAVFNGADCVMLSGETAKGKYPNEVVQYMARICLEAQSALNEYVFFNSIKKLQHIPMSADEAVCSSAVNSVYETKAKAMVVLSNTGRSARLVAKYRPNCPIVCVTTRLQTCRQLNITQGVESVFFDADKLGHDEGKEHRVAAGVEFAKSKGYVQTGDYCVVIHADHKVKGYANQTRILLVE
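Pyruvate kinase activity monitored as ATP production (luciferase luminescence). Conditions: 0.1 nM enzyme, 0.5 mM PEP, 0.1 mM ADP, 1 h, RT; normalized against uninhibited and no-enzyme wells.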
TbPYK inhibitor: qHTS of Trypanosoma Brucei Inhibitors | pyruvate kinase (Trypanosoma brucei), Q57TT1 | TbPYK enzyme, Kinase-Glo Plus ATP luminescence, 45 min | Potency, µM (titrated, usually from 76.8 µM), without a hit: at the top dose activity, negative = inhibition, actives largely listed as inhibitors | actives 0.12% (n = 410,000) | AID 624173, 2012; note: potency is the fitted concentration of half-maximal effect; nearly all actives have a fitted effect of over 50% in size
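Activity of T. brucei pyruvate kinase was followed by Kinase-Glo Plus luminescence after the enzyme reacted 45 min at room temperature with 130 uM ADP (final) and substrate. Test compounds were added before ADP at multiple concentrations.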
AMA1 RON2 block: qHTS for Inhibitors of AMA1-RON; Towards Development of Antimalarial Drug Lead: Primary Screen | Plasmodium falciparum AMA1 (3D7) - RON2 peptide interaction | AlphaScreen AMA1-biotinylated RON2 peptide binding | Potency, µM (top dose mostly 58.2 µM), for the others: at the highest dose activity change, negative = inhibition, hits mostly inhibitors | actives 0.2% (n = 360,000);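 note: potency is the fitted concentration of half-maximal effect; 0% = vehicle wells and -100% = peptide control; nearly all actives have a fitted effect of over 45% in size; some results filed as inactive show a strong effect at the top dose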
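AMA1 (3D7) with his tag at 25 nM final met compounds first, then biotinylated RON2 peptide at 25 nM; detection used donor plus acceptor beads, 10 µg/mL apiece, read by AlphaScreen after 30 min at room temperature.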
HCMV antiviral: qHTS Assay for inhibitors of the human cytomegalovirus (HCMV). activity change, negative = inhibition, % at 57.5 µM. actives 4.5% (n = 410,000). HFF cells, HCMV-luciferase reporter, 72 h; active compounds read low. AID 1259415, 2018; in the data active = activity change below about -60%; inconclusive = no clear call, values can overlap the other calls; inactive = above about -39%
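Cell-based, HFFs, 1000 cells/well, 16 h 37C; cpds in DMSO + HCMV-luc, MOI 1 PFU/cell; 72 h 37C; OneGlo luminescence after 5 min RT; norm. to buffer vs Salinomycin 10uM.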
* hit, by the source's call; u = inconclusive; x = no result given; [ ] = another dose, or the depositor's remark. Unless noted, calls come from the whole dose curve; as a rule, active = well fitted curve in the direction sought with a large enough effect; inconclusive = small, poorly fitted or top-dose-only effect, or another doubt; inactive = no such curve, though single readings can be large; an effect the other way counts as inactive or inconclusive. Unless noted, % is set by controls: 0 for no effect and ±100 for the full control effect.

SMILES | AmpC inh no detg | AmpC detergent | Sm TGR block | LmPK inh | TbPYK inhibitor | AMA1 RON2 block | HCMV antiviral
O=C(CN1C(=O)c2cccc([N+](=O)[O-])c2C1=O)N1CCc2ccccc2C1 | x | x | x | x | 4.7% | -7.9% | 14.4
O=C(CCl)c1ccc2[nH]c(=O)oc2c1 | 16.4% | -4.5% | 11.2µM* | 5.6% | -1.0% | 2.6% | -10.2
Cc1ccc(/C=C2\C(=O)Nc3ccccc32)o1 | -22.1% | -20.6% | 25.1µM* | -16.8% | u | -12.3% | -33.9
O=C(NC(Cc1ccccc1)C(=O)N1CCN(S(=O)(=O)c2ccccc2)CC1)c1ccccc1 (stereo not given) | x | x | x | x | 2.0% | 35.3%[activator] | -17.2
COc1cccc(CN2CCNC(=O)C2CC(=O)N(C)Cc2nc(C)cs2)c1OC (stereo not given) | 30.4% | -1.1% | u | -16.4% | 2.9% | 34.3%[activator] | 20.8
COc1ccc(CNCc2cccn2C)cc1 | -8.9% | 0.2% | -4.7% | -0.5% | -5.0% | -14.2% | 14.7
Cc1cc(C)cc(NC(=O)CCN2CCOCC2)c1 | -15.7% | -12.4% | -23.5% | 0.3% | 1.0% | -2.5% | 11.0
COc1ccc(CCNC(=O)CCCC(=O)n2nc(C)c3ccccc32)cc1OC | 69.1%[activator] | -5.2% | -23.6% | 7.6% | -4.1% | -2.3% | 10.4
Cc1ccc(S(=O)(=O)c2cn(Cc3ccccc3)c3cc(N4CCCC4)c(F)cc3c2=O)c(C)c1 | x | 19.0% | 7.1% | x | -7.1% | x | 10.5
O=C(Nc1ccc(Br)cc1)c1cccc(S(=O)(=O)Nc2cnc3ccccc3c2)c1 | -56.1% | -15.2% | -4.9% | 2.7% | -7.2% | -13.1% | -23.8
Cc1ccc(S(=O)(=O)N(C)Cc2ccc(C(=O)N/N=C/c3ccc(OC(F)F)cc3OC(F)F)cc2)cc1 | -29.0% | u | -7.7% | -3.7% | 1.6% | 14.9% | u
Cc1csc(SCC(=O)NCc2ccccc2)n1 | -16.0% | -0.3% | 39.9% | 4.8% | -0.4% | 34.7%[activator] | 36.3
CC(C)c1cc(C(=O)N2CCN(C(c3ccccc3)c3ccccc3)CC2)no1 | 58.0% | -15.2% | -17.4% | -0.7% | -2.7% | 2.6% | -8.2
CC(Sc1ccc2nnc(-c3ccc(F)cc3)n2n1)C(=O)O (stereo not given) | -10.1% | 4.5% | -0.2% | 0.4% | -19.1% | -4.6% | -24.0
COc1ccc(OC)c(/C=N/OC(=O)Nc2ccc(Cl)cc2)c1 | -38.8% | 5.4% | 0.4% | -2.2% | 7.3% | -1.9% | 75.5
O=c1c2ccccc2nc2n1C(CSCc1ccc(Cl)cc1Cl)CS2 (stereo not given) | -21.4% | u | u | 7.7% | -12.3% | -2.0% | -31.4
Nc1nnc(SCc2nc3scc(-c4ccccc4)c3c(=O)[nH]2)s1 | -56.2% | u | 2.9% | -1.4% | 3.5% | 26.8% | u
COc1ccc(-c2nn(-c3ccccc3C)cc2CNCCc2cnc[nH]2)cc1F | 50.9% | 4.6% | -6.9%[57.1 µM] | 3.5% | 4.5% | u | -38.7
CCn1cc(CN2CCc3c([nH]c4ccccc34)C2c2cccc(OC)c2OC)c(C)n1 (stereo not given) | 141.7%[activator] | 3.1% | -21.2% | 2.1% | 1.4% | -24.2% | 20.5
CCn1nc(NS(=O)(=O)c2ccc([N+](=O)[O-])cc2)c2cc3ccc(C)cc3nc21 | -29.1% | -5.5% | -4.2% | 4.7% | 16.3% | -4.3% | -7.6
CCC(CC)C(=O)NCc1nc2cccnc2n1Cc1ccc(F)cc1 | x | -4.4% | 11.7% | x | -3.6% | x | u
Cc1ccc(NC(=O)Cn2ncc3c([nH]c4ccccc43)c2=O)cc1Cl | -11.5% | 3.5% | -2.6% | 7.5% | 20.6% | 0.8% | 13.5
CCOc1cc2c3c(c1)C1(OCCO1)C(=O)N3C(C)(C)CC2C (stereo not given) | 13.5% | -10.2% | -9.5% | 3.2% | -4.9% | -4.0% | -2.1
Cc1ccnc(NC(=O)CSc2cc(=O)n(C)c3ccccc23)c1 | 0.0% | -4.7% | -1.1% | 2.9% | 1.3% | 2.8% | 46.0
COc1ccc(N2CC(C(=O)OCC(=O)c3cccc(OC)c3)CC2=O)cc1 (stereo not given) | 31.7% | -4.7% | 7.8% | 10.4% | 0.0% | -11.4% | 8.2
CCOC(=O)c1ccc(N2CC(O)=C(c3nc4ccccc4c(=O)[nH]3)C2=N)cc1 | -21.9% | 2.4% | 5.3% | -8.3% | -2.8% | -4.4% | 121.0
COc1ccc(C(c2nnnn2Cc2ccc(F)cc2)N2CCN(c3ccccc3)CC2)cc1 (stereo not given) | 11.9% | -13.1% | 2.9% | -0.5% | -3.5% | -13.1% | 20.7
Cc1ccc([C@@H]2C[C@H]3[C@@H](CN2S(=O)(=O)c2ccc(Cl)cc2)C(=O)C[C@@H](c2ccc(C)cc2)N3S(=O)(=O)c2ccc(Cl)cc2)cc1 | x | x | x | x | -0.9% | 3.8% | 5.1
NC(=O)CC(NC(=O)Cc1cccc2ccccc12)c1ccc(NCCc2ccccc2F)c([N+](=O)[O-])c1 (stereo not given) | -9.4% | 4.0% | 6.2% | 2.3% | -1.9% | -1.6% | -80.8*
CCOc1ccccc1NC(=O)Nc1c(C)n(-c2ccccc2)c(=O)n1C | -12.3% | -19.1% | -12.8% | -1.7% | 2.0% | -0.6% | -14.8
CC(C)c1ccc(-c2nn(-c3ccccc3)cc2C2C(C#N)=C(N)OC3=C2C(=O)CC(C)(C)C3)cc1 (stereo not given) | -39.2% | 2.1% | -16.6% | 4.4% | -12.9% | 4.0% | 14.6
CCC(C)(C)NC(=O)C(c1ccccn1)N(C(=O)c1csnn1)C1CCCCC1 (stereo not given) | 57.2% | 4.0% | 24.6% | 3.1% | -6.5% | 18.1% | -29.3
CCCC(=O)NC(C)c1nc2ccccc2n1CC (stereo not given) | -5.3% | -7.8% | 2.7% | -1.4% | -0.1% | 0.7% | -3.5
Cc1ccc(C(=O)N=c2sccn2C)o1 | 11.7% | 0.2% | 1.4% | -3.0% | 8.2% | -3.3% | 25.7
O=C(Nc1ccccc1)c1cc2c(-c3ccccc3)nn(-c3ccccc3)c2s1 | x | 23.2% | 1.4% | x | -0.6% | x | -31.0
COc1ccc(OC)c2sc(NC(=O)C3COc4ccccc4O3)nc12 (stereo not given) | x | x | x | x | -2.7% | 5.4% | 11.0
CC1CCc2c(sc3ncn(Cc4ccc(C(=O)O)cc4)c(=O)c23)C1 (stereo not given) | -43.8% | u | x | 2.6% | 0.7% | -19.6% | 67.0
COc1ccc(C(=O)CCC(=O)NCCc2ccccc2F)cc1 | 54.7% | -11.8% | 8.1% | -2.7% | -2.8% | -1.1% | x
O=C(NCc1cccnc1)c1cc(Sc2ccc(F)cc2F)nc2ccccc12 | 21.8% | -9.0% | -6.9% | 4.0% | -6.5% | -15.0% | -64.3*
Cc1nc(SCc2cccc(Cl)c2)nc2c1CCCC2 | x | 21.1% | 1.6% | x | -6.6% | x | 18.4
NC(=O)c1ccccc1OCC(=O)Nc1ccc2c(c1)OCCO2 | -13.9% | u | 1.4% | x | -0.6% | -13.1% | 14.2
CN(C)P1(=O)N(C)CCN1C | x | x | x | x | 2.6% | 0.6% | -30.2
COc1ccc(C(=O)NCC(=O)OCC(=O)Nc2ncc(Cl)cc2Cl)cc1[N+](=O)[O-] | -56.0% | 0.3% | -22.9% | x | -5.7% | -12.8% | 9.2
C=CCC1(O)CC(c2ccco2)NC(c2ccco2)C1CCC (stereo not given) | -5.9% | -3.5% | -23.3% | 2.5% | 7.8% | -11.4% | 5.8
COc1cc(NCCCn2ccc(NC(=O)OCc3ccccc3)nc2=O)cc(OC)c1OC | x | x | x | x | 0.3% | -1.3% | 25.7
O=C(O)CC/C(=N/NC(=O)CNC(=O)c1ccc2c(c1)OCCO2)c1ccccc1 | -27.2% | -4.2% | -8.9% | -3.2% | -1.0% | 11.8% | 5.1
CNc1oc(C)nc1S(=O)(=O)c1ccccc1 | -22.4% | -2.8% | 1.58µM* | 5.2% | -2.6% | -6.0% | 4.8
OC1CCC(Nc2ncnc3sccc23)CC1 (stereo not given) | -21.1% | -8.7% | -0.3% | -5.1% | -0.8% | -17.5% | -38.5

An excerpt of these results, with tabs:
canonical_smiles	AmpC inh no detg	AmpC detergent	Sm TGR block	LmPK inh	TbPYK inhibitor	AMA1 RON2 block	HCMV antiviral
O=C(NCc1cccnc1)c1cc(Sc2ccc(F)cc2F)nc2ccccc12	21.8%	-9.0%	-6.9%	4.0%	-6.5%	-15.0%	-64.3*
Cc1nc(SCc2cccc(Cl)c2)nc2c1CCCC2	x	21.1%	1.6%	x	-6.6%	x	18.4
NC(=O)c1ccccc1OCC(=O)Nc1ccc2c(c1)OCCO2	-13.9%	u	1.4%	x	-0.6%	-13.1%	14.2
CN(C)P1(=O)N(C)CCN1C	x	x	x	x	2.6%	0.6%	-30.2
COc1ccc(C(=O)NCC(=O)OCC(=O)Nc2ncc(Cl)cc2Cl)cc1[N+](=O)[O-]	-56.0%	0.3%	-22.9%	x	-5.7%	-12.8%	9.2

(list continues)
SMILES | AmpC inh no detg | AmpC detergent | Sm TGR block | LmPK inh | TbPYK inhibitor | AMA1 RON2 block | HCMV antiviral
COc1cc(OC)cc(C(=O)NC(C(=O)NCCc2ccccn2)C(C)C)c1 (stereo not given) | -8.3% | x | x | x | 0.7% | 10.4% | 51.9
O=C(CSc1nc2ccccc2s1)NNC(=S)Nc1ccc(Cl)cc1 | -31.6% | -14.6% | -7.3% | 5.0% | -9.9% | 52.1%[activator] | 17.4
Cc1c(-c2ccc(Cl)cc2)c(=O)oc2c(CN3CCN(CCO)CC3)c(O)ccc12 | x | 9.2% | -7.0% | x | -5.3% | x | -24.7
CCOC(=O)c1ccc(NC(=O)Cn2c(=O)oc3ccccc32)cc1 | -13.1% | 0.2% | 2.5% | -1.7% | -1.0% | 1.1% | 10.7

Screening data: PubChem BioAssay, National Center for Advancing Translational Sciences (NCATS)
